# HCV inh – blocks hepatitis C virus. Potency, µM (series often up to 41.8 µM), inactives show top-dose activity change, negative = inhibition, hits mostly inhibitors. AID 651820. 340,000 compounds, 3.4% hits. Huh7.5.1 HCVcc-Cre infection, luciferase reporter, 44 h; further: potency means the concentration at half of the fitted maximal effect
#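 A cell-based infection assay in which seeded cells (1,000 per well) receive test compound after 4 h, are inoculated with HCVcc-Cre at approximately 0.5 moi, and are incubated 44 h before luminescence detection.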
# AMA1-RON2 inh – inhibitors of Plasmodium falciparum AMA1-RON2 interaction. AlphaScreen AMA1-biotinylated RON2 peptide binding. 360,000 compounds, 0.2% hits. Potency, µM (top dose mostly 58.2 µM), for inactives: top-dose activity change, negative = inhibition, most hits filed as inhibitors;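 further: potency means the concentration at half of the fitted maximal effect; 0% = vehicle wells and -100% = peptide control; nearly all actives have a fitted effect of over 45% in size; some results filed as inactive show a strong effect at the top dose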
#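 AMA1 (3D7) with his tag at 25 nM final met compounds first, then biotinylated RON2 peptide at 25 nM; detection used donor plus acceptor beads, 10 µg/mL apiece, read by AlphaScreen after 30 min at room temperature.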
# HCMV inh – human cytomegalovirus inhibition; HFF cells, HCMV-luciferase reporter, 72 h; stronger effect = lower value; AID 1259415; activity change, negative = inhibition, % at 57.5 µM; 410,000 compounds, 4.5% hits; in the data active means activity change below about -60%; inconclusive means no clear call, values can overlap the other calls; inactive means above about -39%
#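 Screen run at 2 compound doses on HFFs infected with reporter HCMV, MOI 1 PFU/cell. Luciferase activity from cell lysates at 72 h post infection gave inhibition relative to buffer-only and Salinomycin wells.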
# Sm TGR block – S. mansoni TGR enzyme inhibition; 360,000 compounds, 3% hits; AID 485364; Potency, µM (top dose mostly 114 µM), inactives show at the highest dose activity change, negative = inhibition, most hits filed as inhibitors; Q962Y6; purified TGR, DTNB reduction, TNB absorbance 405 nm; further: potency means the concentration at half of the fitted maximal effect; nearly all actives have a fitted effect of over 60% in size
#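 First, TGR (20 nM dispensed) and NADPH were mixed with compound. Second, a 15 min room-temperature incubation followed. Third, further NADPH and then DTNB were added to start the reaction. Finally, TNB absorbance was monitored kinetically.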
# AmpC detergent – AmpC beta-lactamase inhibition with detergent present; P00811; AmpC hydrolysis of nitrocefin, absorbance 480 nm, 0.01% Triton; Potency, µM (top dose mostly 114 µM), without a hit: top-dose activity change, negative = inhibition, hits mostly inhibitors; 370,000 compounds, 0.041% hits; AID 485294;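 further: potency means the concentration at half of the fitted maximal effect; 0% = no-compound wells and -100% = no-enzyme wells; nearly all actives have a fitted effect of over 25% in size; some results filed as inactive show a strong effect at the top dose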
# Target sequence (P00811 whole entry, looked up): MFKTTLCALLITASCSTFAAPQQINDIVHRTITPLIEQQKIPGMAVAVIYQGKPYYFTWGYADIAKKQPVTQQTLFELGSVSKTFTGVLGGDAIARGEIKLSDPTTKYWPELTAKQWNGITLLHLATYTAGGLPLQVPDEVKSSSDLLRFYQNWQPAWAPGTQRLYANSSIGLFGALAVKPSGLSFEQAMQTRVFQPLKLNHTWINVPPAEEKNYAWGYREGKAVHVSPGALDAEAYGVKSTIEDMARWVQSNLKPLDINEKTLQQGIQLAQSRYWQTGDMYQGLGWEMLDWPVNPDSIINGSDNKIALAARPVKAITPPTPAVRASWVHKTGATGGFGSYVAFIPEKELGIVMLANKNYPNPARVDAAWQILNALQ
#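 AmpC (5.3 nM in the dispensed reagent) in 20 mM phosphate pH 7.0 with 0.01% (detergent screen) or 0.0001% Triton X-100 was preincubated with compounds for 15 min at room temperature. Nitrocefin was then added from an 800 uM solution, and hydrolysis was followed at 480 nm.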
# Giardia FBPA inh – Giardia lamblia aldolase inhibition | A8B2U2 | purified Giardia FBPA | Potency, µM (doses to about 59.6 µM), for the others: at the top dose activity, negative = inhibition, most hits filed as inhibitors | 290,000 compounds, 0.71% hits; further: potency means the concentration at half of the fitted maximal effect; nearly all actives have a fitted effect of over 55% in size
# Target sequence (A8B2U2 whole entry, looked up): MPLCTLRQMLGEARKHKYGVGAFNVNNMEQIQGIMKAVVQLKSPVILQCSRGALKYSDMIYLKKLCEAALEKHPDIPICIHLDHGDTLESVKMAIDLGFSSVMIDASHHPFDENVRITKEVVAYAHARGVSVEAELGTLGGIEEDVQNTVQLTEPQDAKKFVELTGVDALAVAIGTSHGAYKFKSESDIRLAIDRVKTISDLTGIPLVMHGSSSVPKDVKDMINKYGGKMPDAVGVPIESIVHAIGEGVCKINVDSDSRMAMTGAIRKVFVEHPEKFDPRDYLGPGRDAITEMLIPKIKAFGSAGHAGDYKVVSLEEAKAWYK
#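 40 nM FBPA preincubated 10 min at RT with compound (up to 57.5 uM final), then substrate plus GAPDH/TPI/NAD/arsenate coupling and diaphorase/resazurin added. Fluorescence read after 20 min at RT, 525/598 nm.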
# * = called active by the depositor; ? = inconclusive; . = no result given; & = joins results of further samples; [ ] = dose if it differs, or a comment. Unless noted, the call rests on the fitted dose curve; in most records, active means well fitted curve in the direction sought with a large enough effect; inconclusive means small, poorly fitted or top-dose-only effect, or another doubt; inactive means no such curve, though single readings can be large; an effect the other way counts as inactive or inconclusive. Unless noted, on the % scale 0 is the no-effect control and ±100 the full control effect.
# Below each SMILES – HCV inh	AMA1-RON2 inh	HCMV inh	Sm TGR block	AmpC detergent	Giardia FBPA inh
- COC(=O)c1cc(C#N)c(SCc2ccccc2)nc1C
  -3%	-1%	12	-4%	4%	5%
- CCOC(=O)c1ccccc1NC(=O)CSc1nnc(COc2ccccc2)n1CC
  ?	-6%	14	0%	-12%	1%
- Cc1cccc(C)c1OCC(=O)N/N=C/C=C/c1ccco1
  ?	12%	-9	16µM*	7%	-15%
- NC(=O)C1c2ccccc2CSc2ccccc21 (configuration not stated)
  7%	-4%	-7	1%	-9%	4%
- CCc1nc(-c2cc(S(=O)(=O)N3CCN(c4ccccc4F)CC3)ccc2OC)no1
  .	.	?	2%	2%	.
- COc1cccc(CNC(=O)C2Cc3cc(S(=O)(=O)N4CCCCCC4)ccc3N2C(C)=O)c1 (configuration not stated)
  .	.	21	-1%	14%	.
- COc1ccc(C(=O)C[n+]2cccc3cc(OC)ccc32)cc1
  ?	-5%	-66*	-8%	-9%	5%
- Cc1cc(Cl)c2c(c1)[C@]1(C(=O)N2)[C@@H]2C(=O)N(Cc3ccccc3)C(=O)[C@@H]2[C@@H]2CCCN21
  ?	-3%	48	-10%	-1%	-2%
- Cc1cc(C)n(CC(O)COc2ccc(Cl)cc2)n1 (configuration not stated)
  ?	3%	-1	3%	?	1%
- COc1ccc(NC(=O)CSc2nnc(CNC(=O)COc3ccc(Cl)cc3)o2)c(OC)c1
  -13%	-13%	39	-30%	3%	5%
- CC(C)(C)OC(=O)NC(CC(=O)OCc1ccccc1)C(=O)O (configuration not stated)
  19%	11%	0	-13%	-4%	3%
- N=c1c2c(ncn1CCN1CCOCC1)Oc1cc(O)ccc1C2c1ccccc1 (configuration not stated)
  -15%	-13%	0	-25%	2%	-2%
- CC(C(=O)Nc1ccc(S(=O)(=O)N2CCOCC2)cc1)N(c1ccccc1)S(C)(=O)=O (configuration not stated)
  1%&2%	1%	102	-4%	0%	0%
- CCCc1nc2ccccc2c(=O)n1/N=C/c1ccc(O)cc1
  ?	2%	-34	-8%	-13%	3%
- COc1ccc(-c2ccc(-c3noc(-c4cccc(OC)c4)n3)c(OC)n2)cc1
  10%	12%	-25	0%	10%	8%
- CC(OC(=O)c1ccc(C#N)cc1)C(=O)Nc1ccc(Cl)cn1 (configuration not stated)
  9%	4%	3	3%	?	.
- CN(c1ccc(-c2csc(NC(=O)C3CC(=O)N(Cc4ccco4)C3)n2)cc1)S(C)(=O)=O (configuration not stated)
  ?	-8%	24	-26%	-18%	.
- COC(=O)C1=C(N)Oc2c(oc(CO)cc2=O)C1c1c(F)cccc1Cl (configuration not stated)
  -12%	2%	5	-5%	4%	-3%
- COCCC(=O)NC1CCCc2c1cnn2-c1cccc(C)c1C (configuration not stated)
  -18%	2%	-29	4%	-4%	2%
- CC(C)COc1ccc(Cc2c(O)[nH]c(=S)[nH]c2=O)cc1
  16%	0%	-16	0%	-17%	?
- Cc1ccc(C)n1-c1cc(S(=O)(=O)N2CCOCC2)ccc1N1CCCC1
  ?	-2%	14	-15%[11.4 µM]	-11%	-14%
- CCOCCc1nnc(NC(=O)C(=O)c2cc(C)n(-c3cccc(Cl)c3)c2C)s1
  .	.	3	4%	-1%	.
- CC(C)[C@H](NC(=O)c1ccccc1Cl)C(=O)OCC(=O)NC(=O)NCc1ccco1
  8%	-6%	29	.	.	.
- CCOC(=O)c1ccc(NC(=O)CCc2c(C)nc3cc(-c4ccc(OC)cc4OC)nn3c2C)cc1
  .	.	9	5%	10%	.
- CCN(CC)c1ccc(N2C(=O)c3ccccc3C2=O)cc1
  12%	-8%	87	11%	-1%	1%
- CCCc1[nH]nc2c1C(c1ccc(Br)s1)C(C#N)=C(N)O2 (configuration not stated)
  16%	3%	.	-35%	-11%	-19%
- Cc1c(C2=CCN(S(=O)(=O)c3ccc(Br)cc3)CC2)c2ccccc2n1C
  14%	-16%	?	-17%	3%	-3%
- CCOC(=O)C1=C(COC(=O)c2ccc(Cl)nc2)NC(=O)NC1C (configuration not stated)
  -3%	6%	-30	.	.	.
- COc1ccc(-c2oc3ccc(N4CCOCC4)cc3c2C#Cc2ccc(N)cc2)cc1
  -13%[8.37 µM]	16%	91	.	.	.
- Cc1ccc2cc(CN(c3ccccc3)S(=O)(=O)c3ccccc3)c(=O)[nH]c2c1
  -4%	0%	-2	0%	-3%	-8%
- Cc1ccc(/C=C(\C#N)c2nc3ccccc3[nH]2)s1
  ?	-4%	170	24%	43%[activator]	-9%
- Cc1cc(C)n(-c2nc(NCCCN(C)C)c3c4c(sc3n2)CCCC4)n1
  ?	5%	-98*	8%	-1%	0%
- CSc1nnc2[nH]c(=O)cc(C)n12
  .	.	-6	13%	1%	.
- c1ccc2sc(C3CCN(Cc4nnnn4Cc4ccc5c(c4)OCO5)CC3)nc2c1
  ?	-8%	?	-33%	-4%	-3%
- COc1ccc(CN2CCN(c3ccccc3)CC2)c(C)c1C
  -6%	-23%	-19	-26%	-13%	?
- Cc1ccc(S(=O)(=O)NNC(=O)c2c(O)c3ccccc3[nH]c2=O)cc1
  -10%	5%	0	-5%	2%	-10%
- Cc1nn(CCOc2ccccc2)c(=O)n1-c1ccc(F)cc1
  22%	-13%	18	-1%	-3%	9%
- COc1cccc(C(=O)NNC(=O)Cc2ccc(Cl)cc2)c1
  -4%	89%[activator]	?	2%	?	6%
- CCCCn1c(N)c(N(CC(C)C)C(=O)CSc2nnc(-c3ccc(Cl)cc3)o2)c(=O)[nH]c1=O
  3%	6%	-14	6%	?	.
- CC1Cc2ccccc2N1C(=O)CSc1nncs1 (configuration not stated)
  -8%	11%[11.6 µM]	-23	-4%	-10%	.
- CC(=O)N1CC(C)Sc2ccc(S(=O)(=O)NCc3ccccc3Cl)cc21 (configuration not stated)
  -8%	-6%	0	11%	3%	.
- Cc1cccc2sc(NS(=O)(=O)c3ccccc3)nc12
  13%	-15%	19	5%	-1%	.
- COc1ccc(CNC(=O)C2CCN(c3nc4ccccc4[nH]3)CC2)c(OC)c1
  .	.	0	1%	-2%	.
- C=CCOc1cccc(C(=O)Nc2ncn[nH]2)c1
  4%	27%	-7	9%	?	-7%
- COc1ccc(CNc2nn[nH]n2)cc1OC
  5%	2%	9	-2%	-4%	?
- COc1cccc(NC(=O)COC(=O)CCS(=O)(=O)c2ccc(C)cc2)c1
  -12%	16%	1	0%	1%	0%
- CCOC(=O)C(C)CC(C)C(=O)N1CCOCCN(C(=O)C(C)CC(C)C(=O)OCC)CCOCC1 (configuration not stated)
  2%	23%	0	13%	-1%	8%
- COc1ccc(/C=C(\C#N)C(=O)OCC(=O)NCc2ccccc2Cl)cc1
  0%	-4%	-28	0%	1%	-12%
- COc1cc(OC)c2ccc(=O)oc2c1C(CC(=O)N1CCOCC1)c1ccc2c(c1)OCO2 (configuration not stated)
  -8%	-2%	-27	-11%	-1%	5%&1%
- O=C(Cc1ccsc1)OCC(=O)c1ccccc1
  2%	11%	-10	.	.	.
- O=c1[nH]c(CN2CCc3ccccc3C2)nc2ccccc12
  8%	20%	32	-23%	0%	-29%
- CC1CCN(c2cc(C#N)c(C#N)cc2[N+](=O)[O-])CC1
  10%	-5%	?	-9%	-6%	-6%
- CCC(C)(C)NC(=O)/C=C/c1cccs1
  19%	-10%	9	-1%	0%	4%
- COc1ccc(CN2C(=O)c3cccnc3C2=O)cc1S(=O)(=O)NC(C)C
  14%	27%	19	14%	-1%	-2%
- C=C(C)COc1ccc(C2NC(=O)c3ccccc3O2)cc1OCC (configuration not stated)
  8%	16%	130	2%	?	4%
- CCN(C(=O)COC(=O)CCn1c(C)csc1=O)c1c(N)n(Cc2ccccc2)c(=O)[nH]c1=O
  -6%	4%	7	-7%	0%	.
- Cc1ccc(-c2nc3ncccn3c2Nc2ccc3c(c2)OCO3)o1
  -7%	-2%	47	?	-12%	-8%
- N#CCCn1cc(C(N)=O)c(-c2cccs2)n1
  15%	-1%	6	0%	?	2%
- COc1ccccc1-c1noc(CCC(=O)Nc2cc(C(F)(F)F)ccc2Cl)n1
  ?	21%	1	-25%	?	-1%
- COC(=O)c1cc(=O)n(Cc2ccco2)c(=Nc2ccc(F)cc2)s1
  ?	-24%	.	?	3%	0%

# Compounds listed so far that contain a thiophene ring, fused or not (6):
# Below each SMILES – HCV inh	AMA1-RON2 inh	HCMV inh	Sm TGR block	AmpC detergent	Giardia FBPA inh
- CCCc1[nH]nc2c1C(c1ccc(Br)s1)C(C#N)=C(N)O2 (configuration not stated)
  16%	3%	.	-35%	-11%	-19%
- Cc1ccc(/C=C(\C#N)c2nc3ccccc3[nH]2)s1
  ?	-4%	170	24%	43%[activator]	-9%
- Cc1cc(C)n(-c2nc(NCCCN(C)C)c3c4c(sc3n2)CCCC4)n1
  ?	5%	-98*	8%	-1%	0%
- O=C(Cc1ccsc1)OCC(=O)c1ccccc1
  2%	11%	-10	.	.	.
- CCC(C)(C)NC(=O)/C=C/c1cccs1
  19%	-10%	9	-1%	0%	4%
- N#CCCn1cc(C(N)=O)c(-c2cccs2)n1
  15%	-1%	6	0%	?	2%

# (continued)
# Below each SMILES – HCV inh	AMA1-RON2 inh	HCMV inh	Sm TGR block	AmpC detergent	Giardia FBPA inh
- O=C(CNC(=O)/C(=C\c1ccc(F)cc1)NC(=O)c1ccccc1)OCc1ccccc1
  -1%	4%	2	6%	-13%	-1%
- Nc1ccn([C@@H]2O[C@H](CO)[C@@H](O)[C@H]2O)c(=O)n1
  20%	-5%	40	.	.	9%
- CC(C)c1ccc(Nc2cc(C(=O)NCc3cccs3)c3ccccc3n2)cc1
  .	.	-3	13%	-1%	.
- COc1ccc(OCC(=O)Nc2cc(-c3nn(C)c(=O)c4ccccc34)ccc2N2CCOCC2)cc1
  ?	-14%	22	4%	2%	-2%
- C=CCn1c(SCC(=O)NC23CC4CC(CC(C4)C2)C3)nc(O)cc1=O
  8%	6%	-28	-1%	-15%	12%
- COC(=O)c1ccc(NC(=O)Cn2cnc3c2c(=O)n(C)c(=O)n3C)cc1
  .	.	-39	-1%	15%	.

# Grouped by structure: the compounds so far containing a furan ring, fused or not (six)
# Below each SMILES – HCV inh	AMA1-RON2 inh	HCMV inh	Sm TGR block	AmpC detergent	Giardia FBPA inh
- Cc1cccc(C)c1OCC(=O)N/N=C/C=C/c1ccco1
  ?	12%	-9	16µM*	7%	-15%
- CN(c1ccc(-c2csc(NC(=O)C3CC(=O)N(Cc4ccco4)C3)n2)cc1)S(C)(=O)=O (configuration not stated)
  ?	-8%	24	-26%	-18%	.
- CC(C)[C@H](NC(=O)c1ccccc1Cl)C(=O)OCC(=O)NC(=O)NCc1ccco1
  8%	-6%	29	.	.	.
- COc1ccc(-c2oc3ccc(N4CCOCC4)cc3c2C#Cc2ccc(N)cc2)cc1
  -13%[8.37 µM]	16%	91	.	.	.
- Cc1ccc(-c2nc3ncccn3c2Nc2ccc3c(c2)OCO3)o1
  -7%	-2%	47	?	-12%	-8%
- COC(=O)c1cc(=O)n(Cc2ccco2)c(=Nc2ccc(F)cc2)s1
  ?	-24%	.	?	3%	0%
